# High-throughput results from PubChem.
# M5 ag = human M5 muscarinic receptor agonists, primary screen, CHO-K1 cells, Fluo-8 calcium fluorescence | activation, % at 3 µM | CHO-K1 hM5 cells; 0% DMSO wells, 100% maximal acetylcholine response | 360,000 tested, 0.19% active | AID 624037, 2012 | Muscarinic acetylcholine receptor M5 (Homo sapiens), P08912;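 active means activation above the run's mean over test compounds plus 3 SD, cut at about 23% in these data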;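 further: signal is peak over basal fluorescence ratio across the kinetic read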
# Target sequence (P08912 whole entry, looked up): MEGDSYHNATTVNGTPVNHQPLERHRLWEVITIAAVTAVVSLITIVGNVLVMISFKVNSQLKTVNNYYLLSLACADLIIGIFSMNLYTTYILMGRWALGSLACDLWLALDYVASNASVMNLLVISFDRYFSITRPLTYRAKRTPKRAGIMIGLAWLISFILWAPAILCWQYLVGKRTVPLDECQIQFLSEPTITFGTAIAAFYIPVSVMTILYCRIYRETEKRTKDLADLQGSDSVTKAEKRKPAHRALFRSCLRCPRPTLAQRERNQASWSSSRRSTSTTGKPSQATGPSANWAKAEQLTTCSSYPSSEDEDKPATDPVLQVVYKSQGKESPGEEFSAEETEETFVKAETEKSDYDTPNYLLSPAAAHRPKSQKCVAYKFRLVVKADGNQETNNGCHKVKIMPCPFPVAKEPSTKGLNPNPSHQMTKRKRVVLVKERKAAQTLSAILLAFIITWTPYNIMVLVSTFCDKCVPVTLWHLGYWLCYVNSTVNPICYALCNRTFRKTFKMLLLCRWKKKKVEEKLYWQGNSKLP
# CHO-K1 Ca PAM = nonselective calcium activators in parental CHO-K1 cells, primary screen, counter-screen for M1 PAM project, cell-based, Fluo-8 calcium fluorescence, full deck, 1536-well. AID 602247, 2012. ATP EC20; 0% at ATP EC20, 100% at ATP max. activation, % at 3 µM. 360,000 tested, 0.02% active;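 active means activation above the run cutoff, the mean activation of all test compounds plus 3 SD, cut at about 40% in these data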;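 further: peak over basal fluorescence ratio in a 140 s read after ATP addition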
# CHRM5 PAM = human M5 muscarinic receptor positive allosteric modulators, primary screen, CHO-K1 cells, Fluo-8 calcium fluorescence | CHO-K1 hM5, ACh EC20 PAM; 0% = ACh EC20, 100% = ACh EC100 | activation, % at 3 µM | 360,000 tested, 0.3% active;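 active means activation above the run cutoff, the mean activation of all test compounds plus 3 SD, cut at about 18% in these data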
#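 System: CHO-K1 hM5 cells. Reagent: acetylcholine, EC20 level. Compound dosing: single dose, 3 µM nominal final test concentration. Timing: Post-acetylcholine fluorescence recording 140 s. Detection: Fluo-8 calcium fluorescence. Read-out: % activation, ACh-normalized. Benchmarks: ACh EC20 and EC100 wells. Repeats: singlicate, one well per test compound.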
# CHO-K1 Ca antag = M1 antagonist counterscreen hit in parental CHO-K1 cells; AID 602250; inhibition, % at 3 µM; 360,000 tested, 0.6% active; ATP-induced calcium, Fluo-8 fluorescence;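 active means inhibition above a per-plate cutoff, the plate's mean sample inhibition plus 3 SD, cut at about 24% in these data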;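 further: 0% = DMSO plus EC80 ATP and 100% = DMSO alone without ATP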
# M5 antag = human M5 muscarinic receptor antagonists, primary screen, CHO cells, Fluo-8 calcium fluorescence; Muscarinic acetylcholine receptor M5 (Homo sapiens), P08912; CHO-hM5 cells, ACh EC80; inhibition, % at 3 µM; 360,000 tested, 0.59% active;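 active means inhibition above a per-plate cutoff, the mean of that plate's test compounds plus 3 SD, cut at about 27% in these data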;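 further: 0% = acetylcholine EC80 with DMSO and 100% = DMSO without agonist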
# M4 ag = human M4 muscarinic receptor agonists, primary screen, CHO-K1 cells, Fluo-8 calcium fluorescence; CHO-K1 hM4/Gqi5; vehicle 0%, full acetylcholine response 100%; 360,000 tested, 0.14% active; activation, % at 3 µM; AID 624127, 2012;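 active means activation above the run mean over all test wells plus 3 SD, cut at about 32% in these data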;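 further: peak over basal fluorescence ratio per well then scaled between controls; 0% = DMSO wells and 100% = acetylcholine at EC100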
# Target sequence (P08173 whole entry, looked up): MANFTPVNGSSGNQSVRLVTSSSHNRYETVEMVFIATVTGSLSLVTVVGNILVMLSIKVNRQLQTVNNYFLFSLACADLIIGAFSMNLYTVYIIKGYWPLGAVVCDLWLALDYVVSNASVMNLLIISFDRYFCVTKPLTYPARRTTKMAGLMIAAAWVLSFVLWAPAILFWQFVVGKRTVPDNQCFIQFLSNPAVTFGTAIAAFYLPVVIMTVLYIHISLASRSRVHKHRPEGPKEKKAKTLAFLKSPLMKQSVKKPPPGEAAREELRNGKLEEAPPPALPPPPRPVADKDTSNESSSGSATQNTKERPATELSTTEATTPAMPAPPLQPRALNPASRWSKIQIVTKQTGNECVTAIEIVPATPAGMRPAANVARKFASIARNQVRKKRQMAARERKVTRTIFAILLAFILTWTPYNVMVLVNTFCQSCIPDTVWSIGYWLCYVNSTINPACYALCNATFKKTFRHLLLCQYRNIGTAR
# CHRM4 PAM = human M4 muscarinic receptor positive allosteric modulators, primary screen, CHO-K1 cells, Fluo-8 calcium fluorescence; Muscarinic acetylcholine receptor M4 (Homo sapiens), P08173; CHO-K1 hM4/Gqi5, ACh EC20; 0% = ACh EC20, 100% = maximal ACh; activation, % at 3 µM; 360,000 tested, 0.4% active; AID 624126, 2012;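 active means activation above its plate's cutoff, the mean activation of sample wells plus 3 SD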; further: some results filed as inactive read as strong as hits
# CHO-K1 Ca ag = counter-screen for M1 agonists: effect in parental CHO-K1 cells; Fluo-8 calcium fluorescence; scaled to maximal ATP response, vehicle zero; activation, % at 3 µM; 360,000 tested, 0.48% active; AID 602248, 2012; in the data active means activation above about 15%;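 further: untransfected CHO-K1 host cells lacking M1 receptor as counterscreen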
# CHRM4 antagonist = human M4 muscarinic receptor antagonists, primary screen, CHO cells, Fluo-8 calcium fluorescence; CHO-hM4 cells, ACh EC80; 360,000 tested, 0.73% active; inhibition, % at 3 µM; Muscarinic acetylcholine receptor M4 (Homo sapiens), P08173;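 active means inhibition above its plate's cutoff, the mean inhibition of sample wells plus 3 SD, cut at about 27% in these data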;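 further: 0% = acetylcholine EC80 with DMSO and 100% = DMSO without agonist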
# * = called active by the depositor.
SMILES	M5 ag	CHO-K1 Ca PAM	CHRM5 PAM	CHO-K1 Ca antag	M5 antag	M4 ag	CHRM4 PAM	CHO-K1 Ca ag	CHRM4 antagonist
Cc1ccc(CCNC(=O)CCS(=O)(=O)c2cc3c(cc2C)NC(=O)CO3)cc1	1	11	-5	-7	3	0	-2	0.5	-9
CC1(c2ccc(OC(F)F)cc2)NC(=O)N(CC(=O)Nc2ccc(N3CCCCC3)cc2)C1=O (stereo unspecified)	19	17	9	12	17	20	0	14	19
Cc1ccc(-c2nc3cccnc3o2)cc1NC(=O)COc1ccc(Cl)cc1C	-4	-8	-2	21	-4	1	-3	0.0	-3
O=C(CSc1nnc(-c2ccncc2)o1)Nc1nncs1	1	1	8	-6	-1	0	-1	0.2	4
O=C(c1c(F)cccc1Cl)N(Cc1ccco1)C1CCS(=O)(=O)C1 (stereo unspecified)	0	9	1	-5	0	1	4	0.3	0
COc1ccc(C(=O)N2CCCC(C(N)=O)C2)cc1S(=O)(=O)N1CCOCC1 (stereo unspecified)	0	9	4	-13	8	0	1	0.6	5
CCOc1ccc(S(=O)(=O)Nc2cc(SCC(=O)O)c(O)c3ccccc23)cc1	1	17	3	-1	-5	3	10	0.7	-10
Cc1noc(C)c1-c1ccc(C(=O)NCc2cccc(Cl)c2)c2occc12	-2	6	-7	4	3	1	-10	0.1	-3
CC1CCCC(C)N1C(=O)COc1ccc(C(=O)Nc2ccccc2N2CCOCC2)cc1 (stereo unspecified)	-7	4	1	-6	-6	2	-5	0.5	-21
O=C(NCCOc1ccccc1)c1ccc2n[nH]nc2c1	1	-20	-8	18	12	0	-1	2.1	2
COc1ccc(Cl)cc1NC(=O)CCCC(=O)c1ccccc1	-5	-7	-4	-13	5	1	-5	0.1	5
O=C(C(NS(=O)(=O)c1cccs1)c1ccccc1)N1CCN(c2ccccc2)CC1 (stereo unspecified)	-1	12	1	0	3	1	-11	0.4	3
CC1CN(C(=O)C(C)N2CCN(c3cccc(Cl)c3)CC2)CC(C)O1 (stereo unspecified)	1	3	3	1	2	1	11	0.2	8
Cc1cc(C(=O)Oc2ccccc2C(=O)O)c(C)o1	-4	13	6	-2	3	0	3	-0.1	0
CCCCNC(=O)C1(C)CCN1C(=O)c1cccnc1Oc1ccccc1 (stereo unspecified)	0	6	-2	2	5	1	1	0.4	-5
CC(C)NC(=O)NC(=O)COC(=O)/C=C/c1ccccc1[N+](=O)[O-]	0	-2	-6	5	11	-1	-4	-0.7	0
Cc1ccc(C(=O)Nc2c(C)cc(-c3ccc(Cl)cc3)oc2=O)cc1	-2	14	-3	-7	-6	1	4	0.6	-4
CCOC(=O)C1CCc2c(ccc3ccccc23)N1CCC#N (stereo unspecified)	-1	8	-5	-8	29*	1	7	0.0	-13
CCC(C)CCN1C(Nc2ccccc2)=NC[C@@H]1Cc1ccccc1 (stereo partly specified)	-3	5	-4	-9	17	5	-9	2.0	4
CCOC(=O)c1cn2nc(Oc3ccc(NC(C)=O)cc3)ccc2n1	2	0	3	0	-2	-1	-2	0.6	-2
CCOc1ccc(CCNC(=O)C2=C(C)C(=O)OC23CCC(C)CC3)cc1OCC (stereo unspecified)	3	8	-2	11	2	11	0	4.3	-8
COc1cccc(OCC(O)CN2CCN(c3ncccn3)CC2)c1 (stereo unspecified)	-5	22	1	-7	4	1	0	0.6	6
COc1ccc(CN2C(=NC(=O)C3CCCO3)SC3CS(=O)(=O)CC32)cc1OC (stereo unspecified)	-2	8	-2	-10	26	0	10	0.8	-6
Cc1[nH]c(=O)[nH]c(=O)c1S(=O)(=O)Nc1ccc(F)cc1Cl	-2	-10	3	4	2	1	2	0.1	-5
COc1cc(NC(=S)N2CCN(CCO)CC2)c(OC)cc1Cl	-5	15	4	-6	4	1	14	0.2	3
N#CCC(=O)Nc1ccc(C(=O)OCC(=O)NCCCc2ccccc2)cc1	-2	11	5	-10	-2	2	-5	1.1	1
CCC(Oc1ccccc1)C(=O)Nc1ccsc1C(=O)OC (stereo unspecified)	-2	8	-8	-19	11	-2	0	-0.9	-4
COCCn1nnnc1CN1CCN(c2cccc(C(F)(F)F)c2)CC1	-2	20	0	-10	-3	2	1	1.0	-1
COc1cccc(-n2c(=O)n(Cc3ccccc3)c(=O)c3[nH]cnc32)c1	2	3	6	20	2	1	-11	0.3	-4
COc1ccc2[nH]c(C(=O)N(C)c3ccc(F)cc3F)cc2c1	3	15	-1	-7	8	10	-21	4.0	-4
CC/C(=C\c1ccc(N(C)C)cc1)c1ccncc1	-7	5	-10	-5	21	0	-3	-0.3	4
COc1ccccc1CC(=O)NNC(=O)c1ccc(C(C)(C)C)cc1	-4	-1	-3	0	18	1	1	1.2	-5
CN(C)c1ccc2c3c(ccc(N(C)C)c13)COC2	-2	6	1	-3	-1	1	-1	-0.2	-3
Cc1ccc(N(C(=O)c2sc(C)nc2C)C(C(=O)NCc2ccco2)c2ccccc2)cc1 (stereo unspecified)	0	4	-8	-20	2	9	-9	3.0	10
CC(C)NC(=O)c1ccc(S(=O)(=O)N(C)C)cc1	-2	-10	2	-6	5	2	8	0.6	-9
Cc1cccc(OCC(=O)Nc2ccc3c(c2)nc(CCN2CCN(C)CC2)n3C)c1	-2	9	0	0	-5	1	-5	2.0	6
COc1cccc(N2CCN(C(=O)CCc3nnc4ccc(N5CCCC5)nn34)CC2)c1	-6	5	-5	-19	24	6	-3	3.1	5
CN(c1ccccc1)S(=O)(=O)c1cccc(NC(=O)Cc2n[nH]c(=O)c3ccccc23)c1	-3	4	-15	-10	8	12	-6	6.6	6
Cn1c(CC(=O)NNC(=O)c2ccc(F)cc2Cl)nc2ccccc21	1	8	-1	-6	6	0	0	0.2	1
Cc1cc(/C=C(\C#N)C(=O)NCc2ccccc2)c(C)[nH]1	0	18	2	-2	-4	0	0	0.0	-4

# Two records picked at random from the list so far, as already listed:
SMILES	M5 ag	CHO-K1 Ca PAM	CHRM5 PAM	CHO-K1 Ca antag	M5 antag	M4 ag	CHRM4 PAM	CHO-K1 Ca ag	CHRM4 antagonist
Cc1cccc(OCC(=O)Nc2ccc3c(c2)nc(CCN2CCN(C)CC2)n3C)c1	-2	9	0	0	-5	1	-5	2.0	6
Cn1c(CC(=O)NNC(=O)c2ccc(F)cc2Cl)nc2ccccc21	1	8	-1	-6	6	0	0	0.2	1

# Next entries:
SMILES	M5 ag	CHO-K1 Ca PAM	CHRM5 PAM	CHO-K1 Ca antag	M5 antag	M4 ag	CHRM4 PAM	CHO-K1 Ca ag	CHRM4 antagonist
Cc1cccc(CN2C(=O)NC(c3ccccc3)(c3ccccc3)C2=O)c1	-6	11	-3	-30	1	1	-3	1.1	-3
NC(=O)c1ccsc1NC(=O)COC(=O)Cc1ccccc1Cl	10	-3	-29	11	24	25	-9	19*	22
CC(C)c1nnc(NC(=O)C2CCCN2C(=O)Nc2ccccc2F)s1 (stereo unspecified)	1	24	8	-7	3	0	4	0.1	-4
Cc1cc(C)cc(NC(=O)CN2CCN(c3ccccc3)CC2)c1	-3	-4	-2	-3	-8	-1	-4	-1.4	0
Cc1cc(C)c(OCCCCCNCCO)c(C)c1	0	7	-4	-10	3	2	0	1.0	11
Cc1cccc(C)c1NC(=O)C1(NC(=O)C2CCC(=O)N2)CCCCC1 (stereo unspecified)	-1	19	6	-7	-8	0	5	0.5	9
COc1ccc(NC(=O)N2CCOCC2)cc1	1	-25	-1	17	9	0	2	-0.3	-3
COC(=O)C1=C(C)N(Cc2ccc(C)cc2)C(=O)/C1=C\c1cc(OC)c(OC)c(OC)c1	-4	13	4	2	-2	2	-3	0.7	-1
CC(C)=CCC[C@](C)(O[C@@H]1O[C@H](CO[C@@H]2OC[C@H](O[C@@H]3OC[C@@H](O)[C@H](O)[C@H]3O)[C@H](O)[C@H]2O)[C@@H](O)[C@H](O)[C@H]1O)C1CC[C@]2(C)C1[C@H](O)CC1[C@@]3(C)CC[C@H](O)C(C)(C)C3[C@@H](O)C[C@]12C (stereo partly specified)	1	11	10	-12	3	1	7	1.0	-9
COc1ccc(C2=NO[C@@H]3C(=O)N(C4CCCCC4)C(=O)[C@H]23)cc1OC	2	2	-10	9	23	20	-13	3.5	4
c1ccc(-c2cc(N3CCCCC3)c3ccccc3n2)cc1	1	-8	-3	-12	10	-1	-8	1.9	7
COC(=O)C(Cc1cnc(Cl)s1)(C(=O)OC)c1ccccc1[N+](=O)[O-]	-3	6	-11	1	3	2	10	0.8	4
C/C(=C\C(=O)c1ccc(Br)cc1)NCc1ccccc1	-2	19	-3	-17	10	1	-1	1.7	-10
O=C(O)COc1ccc(Br)cc1/C=N/O	2	5	-1	8	5	0	17	0.1	-2
COc1ccccc1CNC(=O)COC(=O)c1ccccn1	0	0	-4	3	2	1	-2	2.8	3
Nn1c(SC/C=C/c2ccccc2)nnc1-c1ccco1	-6	12	-3	-6	1	4	4	-0.1	-16
CCNC(=O)C1(C)CCCN(C(=O)c2sc(-c3ccccc3)nc2C)C1 (stereo unspecified)	2	11	-3	3	14	2	1	0.4	-2
Cc1cccn2c(NCc3ccc4c(c3)OCO4)c(-c3ccc(O)cc3)nc12	-1	14	-12	-5	12	4	-4	0.9	1
COc1ccc(CN2C=C3C(=O)C(C)(OC(=O)CCc4ccccc4)C(=O)C=C3C=C2c2ccc(C#N)cc2)cc1 (stereo unspecified)	3	15	2	-9	-3	2	7	-0.4	-16
COCCNC(=O)c1onc(CSc2cc(C)cc(C)c2)c1C(=O)NCCOC	-4	-14	1	1	0	2	14	-0.8	2
O=C(C[n+]1ccccc1)Nc1cc(C(F)(F)F)ccc1Cl	-5	17	3	-13	-5	1	-2	0.6	-2
CN(CC(=O)Nc1cccc(F)c1)C(=O)c1ccc2c(c1)NC(=O)CS2	3	-4	-5	-8	7	1	3	0.4	1
O=C(NNC(=O)c1sccc1-n1cccc1)Nc1ccccc1	0	7	3	-3	-4	1	3	0.3	-6
Cc1c(C(=O)Nc2ccc(Cc3ccncc3)cc2)cccc1[N+](=O)[O-]	-2	10	-10	7	9	8	-3	3.8	2
CCOC(=O)N1CCN(S(=O)(=O)N2CCCC(C(=O)NCc3ccc(C)cc3)C2)CC1 (stereo unspecified)	-2	-13	-2	10	8	1	5	-0.8	-4
COc1ccc(CCNC(=O)COC(=O)Cc2cccc3ccccc23)cc1	-1	19	4	-10	-6	1	6	1.3	-5
CCOC(=O)c1n[nH]n2c1nc(=S)c1ccccc12	-1	-5	-1	-9	5	0	-2	-0.3	6
CS(=O)(=O)N(CC(O)Cn1c2ccccc2c2ccccc21)c1cccc2ccccc12 (stereo unspecified)	-1	13	-4	2	6	5	-3	0.7	11
